mcGAS lum = blocks mouse cGAS activity | Q8C6L5 | recombinant cGAS, Kinase-Glo ATP depletion luminescence | inhibition, % at 12.5 µM | hit rate 0.15% among 160,000 | AID 1259399;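 further: 0% = negative control wells and 100% = reference inhibitor with no enzyme activity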
NPYLR7 agonist = mosquito NPYLR7 agonism | HEK293T NPYLR7/Galpha15, GCaMP6s calcium fluorescence | activation, % at 10 µM | hit rate 0.15% among 270,000 | AID 1259423; in the data active means activation above about 40%;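 further: 0% = vehicle and 100% = reference agonist at the receptor; some compounds past the cut are filed as inactive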
hcGAS inh = blocks human cGAS activity; Q8N884; recombinant h-cGAS, ATP depletion, Kinase-Glo luminescence; inhibition, % at 12.5 µM; hit rate 0.081% among 290,000;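 further: 0% = vehicle reaction and 100% = reaction without DNA for no activity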
Target sequence (Q8N884 whole entry, looked up): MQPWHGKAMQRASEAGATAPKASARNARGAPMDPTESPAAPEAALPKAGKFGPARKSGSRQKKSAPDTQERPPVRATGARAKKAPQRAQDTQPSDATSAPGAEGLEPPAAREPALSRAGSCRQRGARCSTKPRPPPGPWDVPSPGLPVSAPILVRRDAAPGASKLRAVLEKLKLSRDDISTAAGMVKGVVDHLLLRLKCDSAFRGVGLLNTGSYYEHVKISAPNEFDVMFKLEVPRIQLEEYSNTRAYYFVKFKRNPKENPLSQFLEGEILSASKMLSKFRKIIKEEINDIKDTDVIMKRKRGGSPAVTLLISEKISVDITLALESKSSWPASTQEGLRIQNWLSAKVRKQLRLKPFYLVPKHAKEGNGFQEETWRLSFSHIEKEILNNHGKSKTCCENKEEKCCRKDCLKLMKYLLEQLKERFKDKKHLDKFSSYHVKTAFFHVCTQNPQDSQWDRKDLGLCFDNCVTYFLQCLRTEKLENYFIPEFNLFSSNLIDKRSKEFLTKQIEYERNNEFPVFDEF
* hit, by the source's call; x = not tested or not shown. Unless noted, no stated cut-off is given here; in the data, active means inhibition above about 40%; inactive means the rest.

structure,NPYLR7 agonist,mcGAS lum,hcGAS inh
O=S1(=O)N=C(Nc2cccc3ccccc23)c2ccccc21,-9.4,-7.0,-7.5
CCC(C)N(Cc1ccc(C(=O)O)cc1)C1CCCC1 (centres undefined),2.3,x,-9.4
O=C(Nc1cnc2n1CCCC2)c1cnnn1-c1ccccc1,x,-12.1,-9.9
O=C(N[C@@H]1CCCCC1NC(=O)C1CCCN(C(=O)c2ccccc2Cl)C1)c1ccc(F)cc1 (some centres undefined),-4.6,0.4,-3.9
O=C(COc1ccccc1)N1CCN(c2ccc(F)cc2)CC1,4.6,-4.1,-6.2
Cc1noc(C)c1CC(=O)NC(c1ccc(Cl)cc1)C1CC1 (centres undefined),-16.5,x,-12.2
CCOc1cccc2cc(-c3csc(Nc4ccccc4)n3)c(=O)oc12,-1.6,-7.0,-2.1
COc1cc(C(=O)N(CC#N)CC#N)c([N+](=O)[O-])cc1OC,0.4,x,-5.8
CCOc1ccc(-n2c(SC(C)C(=O)OC)nc3c([nH]c4ccccc43)c2=O)cc1 (centres undefined),-0.1,-7.1,-3.4
COc1ccc(/C(C)=N\N=C2/NC(=O)C(CC(=O)Nc3cc(Cl)ccc3Cl)S2)cc1 (centres undefined),5.4,x,-15.7
COc1ccc(-c2c(C)nn3c(NCc4ccccc4)cc(C)nc23)cc1OC,2.8,-6.7,-11.6
O=C1Cc2c([nH]c3ccc(Br)cc23)-c2ccccc2N1,-1.7,0.5,0.1
Cc1ccc2oc(CN(C(=O)c3ccco3)C3CCCCC3)nc2c1,-3.1,-4.3,-0.1
CC(C)Cn1c(SCCC(N)=O)nnc1-c1ccc(Cl)cc1Cl,4.1,-2.7,-5.4
COc1ccc(OC)c(C2c3c([nH]c(=O)[nH]c3=O)N=C3COC(=O)C32)c1 (centres undefined),2.5,x,-7.1
COc1ccc(CC2CN(C(=O)CCc3cn[nH]c3)CCO2)cc1 (centres undefined),1.6,x,-2.5
CSC1CCCCC1(O)CSc1nc2ccccc2s1 (centres undefined),-2.7,0.9,3.7
CC(c1nc2ccccc2c(=O)n1Cc1ccccc1)N(C(=O)Nc1ccc(Cl)c(Cl)c1)c1cccc(O)c1 (centres undefined),0.8,x,-0.3
O=C(c1ccc(Br)o1)N1CCC2(CCCc3ccccc32)C1 (centres undefined),6.6,x,-4.3
COc1ccc2nc(NC(=O)CCCCl)sc2c1,-5.1,-6.5,-2.9
COc1ccccc1-c1cc(C(=O)NCc2ccc3c(c2)OCO3)nc2cc(-c3ccccc3)nn12,6.5,-3.6,-3.5
O=C1C(C(c2cccs2)N2CCN(CCO)CC2)Sc2ncnn21 (centres undefined),2.5,-4.6,0.4
Cc1c(C(=O)N(C)Cc2ccc(F)cc2)sc(=O)n1CC(=O)c1ccccc1F,-0.2,x,-4.8
CC1=C(CCN2CC[C@@H](Nc3ncccn3)[C@H](O)C2)C(C)(C)CCC1,x,-5.6,-16.1

Looked up by compound from the list above (six):
structure,NPYLR7 agonist,mcGAS lum,hcGAS inh
COc1ccc2nc(NC(=O)CCCCl)sc2c1,-5.1,-6.5,-2.9
O=C(c1ccc(Br)o1)N1CCC2(CCCc3ccccc32)C1 (centres undefined),6.6,x,-4.3
CC(C)Cn1c(SCCC(N)=O)nnc1-c1ccc(Cl)cc1Cl,4.1,-2.7,-5.4
CC1=C(CCN2CC[C@@H](Nc3ncccn3)[C@H](O)C2)C(C)(C)CCC1,x,-5.6,-16.1
CSC1CCCCC1(O)CSc1nc2ccccc2s1 (centres undefined),-2.7,0.9,3.7
COc1ccccc1-c1cc(C(=O)NCc2ccc3c(c2)OCO3)nc2cc(-c3ccccc3)nn12,6.5,-3.6,-3.5

Remaining list, next part:
structure,NPYLR7 agonist,mcGAS lum,hcGAS inh
Cc1cc(C2CCC2)nc(N2C[C@H](NC(=O)CCO)[C@@H](C(C)C)C2)n1,x,-5.7,-12.2
COC(=O)Nc1cc(C(C)(C)C)nn1-c1cc(Cl)ccc1Cl,4.5,-6.1,2.0
O=C(Nc1cccc2ccccc12)c1cn(-c2ccccc2)nc1-c1cccnc1,-10.9,-4.3,0.0
O=C(c1cccs1)N1CCN(Cc2nc(Cc3ccccc3F)no2)CC1,6.0,-6.9,-1.1
Cc1cc(C)c(C(=O)N2CCCN(CC3CC3)C(C(C)C)C2)c(=O)[nH]1 (centres undefined),x,-9.8,-2.9
N#Cc1ccc(CN2CCN(CCc3cccs3)CC2)c(F)c1,9.3,x,-6.1
O=c1nc(/C=C/c2ccccc2)oc2ccccc12,4.8,x,-6.3
NC(=O)c1c(NC(=O)COC(=O)CN2C(=O)CNC2=O)sc2c1CCC2,0.3,x,-2.0
Cc1ccccc1COc1cccc(/C=C2\C(=O)NN(c3ccccc3)C2=O)c1,9.4,-6.5,-4.0
C#CCN1C(=O)[C@]2(C)[C@H](c3ccccc31)[C@@H](C(=O)NC)CN2C(=O)Cc1ccc(OC)cc1,2.7,1.3,8.2
O=C(NCCCCc1ccccc1)C1CC=CCC1C(=O)N1CCN(c2ccccn2)CC1 (centres undefined),-5.7,-3.6,-5.0
C#CCOc1c(I)cc(/C=C2\SC(N)=NC2=O)cc1OC,-8.5,1.0,-1.6
Cc1cc(CN(C)C(C)c2cccnc2)ccc1F (centres undefined),-3.0,-0.8,-0.2
CC1C2=C(CC(C)(C)CC2=O)N=C2CC(C)(C)CC(=O)C21 (centres undefined),-0.8,-0.6,1.5
CC1=NC2=C(C(=O)CC(C)(C)C2)C(c2cccc([N+](=O)[O-])c2)C1C#N (centres undefined),17.8,-4.2,5.3
c1cnn(-c2ccc(CN3CCCC4CCCCC43)cc2)c1 (centres undefined),0.5,x,-6.8
COc1ccc(-c2ccccc2NC(=O)C2CCCN2C(=O)c2cscn2)cc1 (centres undefined),1.0,x,-4.8
O=C(c1ccccc1-c1nn[nH]n1)N1CCCC(CCc2ccccc2F)C1 (centres undefined),-3.2,-0.3,-0.2
Cc1noc(C)c1NC(=O)NCc1ccc2[nH]c3c(c2c1)CCCC3,4.0,x,-8.4
CCCNC(=O)NCCNc1nc(C)nc2c1c(C)nn2-c1ccccc1Cl,x,-5.7,-5.6
COc1ccc(CN2CCC2(C)C(=O)Nc2ccc(C)c(O)c2)c2ccccc12 (centres undefined),1.3,x,-2.3
COc1ccccc1-c1noc2nc(OCc3ccccc3)ccc12,0.8,-6.4,-7.1
CCCN(CC(F)F)C(=O)c1cnc2ccccc2c1OC,5.8,-14.8,-7.3
CCOC(=O)c1c(NC(=O)CSc2nnc(C)s2)oc(C)c1C(C)=O,-2.0,x,-5.3
COC(=O)c1ccc(-c2noc(CN3CCN(c4ccc(Cl)cn4)CC3)n2)cc1,16.4,-9.7,-5.4
COc1ccc2c(c1)C1(SCCN1C(=O)c1ccccc1F)C(=O)N2Cc1cccc(C#N)c1 (centres undefined),6.7,-5.7,-4.9
O=C(c1ccccc1)N1CCOC(COCc2ccccc2)C1 (centres undefined),-13.3,-1.9,0.5
Cc1cc(N2CCC(NC(=O)NC34CC5CC(CC(C5)C3)C4)CC2)n2ncnc2n1,x,-0.3,2.1
COc1ccc(/C=C/C(=O)NCCc2csc3nc(-c4cccc(C)c4)nn23)cc1OC,5.4,-6.6,-0.3
COc1cccc(C2CC(c3cccc(C)c3)=NN2C(=O)CN2CCN(c3ccccc3F)CC2)c1 (centres undefined),24.0,-7.0,-6.4
N#CC(=Cc1cccc(O)c1)c1nc(-c2ccc(F)cc2)cs1,-3.7,x,1.2
CC1=NC2=C(C(=O)CCC2)C(c2cccnc2)C1C(=O)OCCOc1ccccc1 (centres undefined),-4.7,-4.4,-6.1
O=C(NCCN1CCn2cc(OCc3ccccc3)c(=O)cc2C1=O)c1ccccc1,11.2,x,-11.4
Cc1cccc(-c2nc3c(OCc4ccccc4)cccn3c2NC(C)(C)CC(C)(C)C)c1,x,-8.1,-8.8
CCNCCN1C(=O)CSC1c1cccc(C)c1 (centres undefined),-0.1,-4.2,-2.0
O=C1NCCN(CC(c2ccccc2)c2ccccc2)C1CC(=O)N1CCSCC1 (centres undefined),7.0,-6.9,1.5
COc1cccc(C(CN2CCN(S(=O)(=O)c3c(C)nn(C)c3Cl)CC2)OCc2cccc(Cl)c2)c1 (centres undefined),29.1,-4.7,0.6
CCOC(=O)C1=NOC2(CCN(S(C)(=O)=O)CC2)C1,8.7,x,-9.2
CCC(c1ccccn1)N(C)C(=O)Cc1cc(C)no1 (centres undefined),13.5,x,-3.9
Cc1ccccc1N1CCN(c2ncccc2CNCc2cnc(C)n2C)CC1,2.4,x,0.0
CCS(=O)c1ccccc1C(=O)N1CCCC1 (centres undefined),-1.3,x,-12.5
O=C(CCn1cnnn1)N1CCCOC(CN2CCCCC2)C1 (centres undefined),x,-6.7,-11.2
COc1cc(C(=O)OC(C)C(N)=O)cc(Br)c1O (centres undefined),-2.2,-8.1,-5.9
O=c1oc2ccc(Br)cc2cc1-c1nc2ccccc2[nH]1,1.1,-8.1,-7.2
COc1cc(OC)cc(C(=O)NCCn2ncc3c(=O)n(Cc4ccccc4C)cnc32)c1,-6.7,-8.3,-3.0
COc1ccccc1C(=O)N1CCC2(CC1)SCCN2C(=O)c1ccc(C(C)(C)C)cc1,2.5,-8.1,-16.7
Cc1nc(Cc2nnc(SCC(=O)c3ccc(Cl)s3)o2)cs1,2.7,-2.7,-7.0
COC(=O)c1nc(NC2=NCCCCC2)n[nH]1,-3.9,x,-2.4
Cc1cccc2ncnc(N3CCOC(C)C3)c12 (centres undefined),-1.1,x,-17.6
Cc1ncc(CN(C)CCOc2cccc(S(C)(=O)=O)c2)s1,-1.7,x,-8.7
CC(=O)Oc1cccc(C(=O)N2CCN(Cc3cc(=O)c(OCc4ccc(-c5ccccc5C#N)cc4)co3)CC2)c1C,26.9,-6.3,-0.2
CSc1cccc(CNC(=O)Cc2csc(C(C)=O)c2)c1,-6.2,x,-8.4
Cc1cccc(COC(CN2CCN(C(=O)c3ccc(Cl)c(Cl)c3)CC2)c2ccc(Cl)cc2)c1 (centres undefined),x,-6.7,-3.0
O=C(c1cn[nH]c1-c1cccc(F)c1)N1CC[C@@H](N2CCOCC2)[C@H](O)C1,1.2,-9.3,-4.6
N[C@H]1CN[C@H](C(=O)NCc2ccccc2OC(F)(F)F)C1,x,-9.6,-4.6
CCOc1ncccc1-c1cc(N2CCOCC2)nc(N)n1,8.0,x,-5.1
CNc1cccc(-c2cccc(NC(C)=O)c2)n1,3.4,x,-14.3
CC(C)N(Cc1cc(NC(=O)c2ccco2)ccc1N(C)C)C(=O)NC(C)(C)C,x,-10.9,-7.2
O=C(c1cn[nH]n1)N(Cc1ccncc1)CC1CCCO1 (centres undefined),2.3,-16.1,-1.2
Cc1cc(C(=O)N(CC2CCN(C3CCCC3)CC2)CC2CCCO2)n[nH]1 (centres undefined),2.2,x,-8.9

Molecules listed so far with a tert-butyl group:
structure,NPYLR7 agonist,mcGAS lum,hcGAS inh
COC(=O)Nc1cc(C(C)(C)C)nn1-c1cc(Cl)ccc1Cl,4.5,-6.1,2.0
Cc1cccc(-c2nc3c(OCc4ccccc4)cccn3c2NC(C)(C)CC(C)(C)C)c1,x,-8.1,-8.8
COc1ccccc1C(=O)N1CCC2(CC1)SCCN2C(=O)c1ccc(C(C)(C)C)cc1,2.5,-8.1,-16.7
CC(C)N(Cc1cc(NC(=O)c2ccco2)ccc1N(C)C)C(=O)NC(C)(C)C,x,-10.9,-7.2

Remaining list, next part:
structure,NPYLR7 agonist,mcGAS lum,hcGAS inh
COc1ccc(-c2csc(-c3nnn(-c4cccc(OC)c4)c3C)n2)cc1,1.0,-8.1,-6.0
Cc1ncnc(N2CCC(C3CCN(CC(C)C)CC3)C2)c1C (centres undefined),2.2,-13.4,0.1
CCN1CCOC(CCNS(=O)(=O)c2cc3ccccc3o2)C1 (centres undefined),12.6,x,-7.9
O=S(=O)(NCCc1cn(Cc2ccc(Cl)cc2)c2ccccc12)c1cccc(Cl)c1,-18.6,x,-0.1
CN(C)C(=O)CNC(=O)C1CCN(S(=O)(=O)c2cccs2)CC1,13.1,-7.9,-16.2
CCC1(CC)NC(=O)N(CCCC2CCCC2)C1=O,-1.0,x,-10.3
O=C(O)c1cccnc1SC1CC(=O)N(C2CCCC2)C1=O (centres undefined),2.9,-5.9,-7.8
CN1CCCCC1CCNC(=O)c1ccc(-c2cccc3ncccc23)nc1 (centres undefined),3.4,x,-4.9
Cc1occc1C(=O)NN=Cc1ccc[nH]1,-0.8,-10.7,-9.4
O=C(CSc1ccc(-c2ccncc2)nn1)N1CCc2ccccc21,3.6,-7.6,-3.9
COc1ccc(N2C(=O)CC(N(O)c3ccccc3)C2=O)cc1 (centres undefined),0.9,-6.3,-8.5
Cc1nc(NC(=O)c2cc(-c3ccccc3)n(C3CCS(=O)(=O)C3)n2)sc1C (centres undefined),2.5,-5.2,-5.1
CC(=O)N1CCN(c2nccn2-c2ccccc2F)CC1,1.8,-7.2,-6.1
CCCN(CCC)C(=O)Cc1csc2nc(-c3ccc(OCC)cc3)cn12,1.7,-8.7,-4.6
Oc1ccc([C@H]2COc3cc(O)ccc3C2)cc1,-8.9,-8.4,-3.2
c1ccc(Cc2nc3ccc4[nH]snc4c3n2)cc1,16.1,-3.5,-10.0
CCCCCCCCSc1nc2ccccc2n1CCC(=O)O,-6.3,-3.9,-0.8
CC(C)CCC(=O)Nc1ccc(S(=O)(=O)NC(C)C)cc1,-1.0,-4.1,-0.6

From PubChem
